# Source: PubChem BioAssay
# CAL PDZ FP-1: untagged CAL PDZ binding inhibitors, primary screen, biochemical, fluorescence polarization, HTS. Golgi-associated PDZ and coiled-coil motif-containing protein (Homo sapiens), Q9HD26. purified CAL PDZ, TMR-peptide fluorescence polarization, 1 h. inhibition, % at 24.9 µM. actives 0.92% (n = 300,000). AID 602252, 2012;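 active = mean inhibition of at least 30% with at least half of replicates also reaching 30%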;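 note: 0% = DMSO neutral control and 100% = excess unlabeled competitor peptide PRC23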
# phage Ecoli inh: growth loss of phage-infected E. coli, primary screen, RecBCD inhibitor project, absorbance, with phage, HTS; inhibition, % at 11.9 µM; actives 0.26% (n = 360,000); AID 651602, 2012; in the data active = inhibition above about 11%
# SR-BI HDL uptake: inhibitors of SR-BI mediated HDL lipid uptake, primary screen, ldlA[mSR-BI] cells, fluorescence, single point. actives 0.96% (n = 320,000). AID 488896, 2010. ldlA[mSR-BI] CHO cells, DiI-HDL uptake fluorescence, 3 h. Scavenger receptor class B member 1 (Mus musculus), Q61009. inhibition, % at 12.5 µM;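 active = mean replicate inhibition of at least 70% and a set share of replicates each scoring 70 or more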;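 note: 0% = median of neutral control wells and 100% = median of positive control wells; values of inactives mirror those of a sister screen read the other way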
# Target sequence (Q61009 whole entry, looked up): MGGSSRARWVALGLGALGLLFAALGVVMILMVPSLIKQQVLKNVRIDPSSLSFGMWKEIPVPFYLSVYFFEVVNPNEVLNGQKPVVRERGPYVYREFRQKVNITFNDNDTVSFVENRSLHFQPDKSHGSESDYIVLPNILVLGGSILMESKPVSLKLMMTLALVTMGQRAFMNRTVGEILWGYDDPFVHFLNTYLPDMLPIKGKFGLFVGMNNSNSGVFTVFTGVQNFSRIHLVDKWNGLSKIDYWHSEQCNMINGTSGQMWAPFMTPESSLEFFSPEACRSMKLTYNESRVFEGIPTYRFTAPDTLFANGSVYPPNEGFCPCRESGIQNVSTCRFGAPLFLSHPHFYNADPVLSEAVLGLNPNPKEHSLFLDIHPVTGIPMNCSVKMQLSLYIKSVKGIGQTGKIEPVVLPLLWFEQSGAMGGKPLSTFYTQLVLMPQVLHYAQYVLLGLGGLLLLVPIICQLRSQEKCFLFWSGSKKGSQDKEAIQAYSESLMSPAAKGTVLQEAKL
# AddAB inh: growth inhibition of E. coli expressing H. pylori AddAB, primary screen, AddAB inhibitor project, absorbance; inhibition, % at 11.9 µM; actives 0.29% (n = 330,000); AID 435030, 2010; in the data active = inhibition above about 12%;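 note: 0% = vehicle wells of infected cells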
# SR-BI DiI-HDL act: activators of SR-BI mediated DiI-HDL uptake, primary screen, ldlA[mSR-BI] CHO cells, DiI fluorescence; 3 h; 100 = double the neutral-control signal; activation, % at 12.5 µM; actives 0.096% (n = 320,000);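 active = mean replicate activation of at least 60% and every replicate at or above 60%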;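 note: 0% = median plate neutral-control signal and 100% = twice that signal; values of inactives mirror those of a sister screen read the other way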
#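 Test system: SR-BI-overexpressing, LDLR-lacking CHO cells. Measured by: DiI fluorescence, bottom read. Medium: Ham's F12 with 0.5% BSA, HEPES 25 mM, pH 7.4. Timing: 3 h uptake period with compound, 37 °C.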
# Wnt bcat act: Wnt/beta-catenin pathway activators, primary screen, cell-based, plate reader, single point; Wnt/beta-catenin reporter cell assay, activator; activation, % at 9.35 µM; actives 1.2% (n = 300,000); AID 743398, 2014; in the data active = activation above about 30%, passing the limit was not always enough;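 note: 0% = neutral control wells and 100% = positive control wells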
# E coli growth: E. coli V3065 growth inhibition, primary screen, counter-screen for AddAB inhibitor project, absorbance, OD600. 18 h. inhibition, % at 11.9 µM. actives 0.27% (n = 330,000);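 active = inhibition above the campaign's mean inhibition across all tested compounds plus 3 SD, cut at about 9.9% in these data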;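 note: uninfected addAB+ strain grown without phage in ampicillin broth; 0% = DMSO wells and 100% = ciprofloxacin 0.95 µg/ml wells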
# CAL PDZ FP-2: CAL PDZ peptide-binding inhibitors, primary screen, biochemical, fluorescence polarization, Cer-tagged CAL PDZ, HTS; purified CAL PDZ, TMR-peptide fluorescence polarization, 1 h; inhibition, % at 20 µM; actives 0.02% (n = 330,000); AID 504414, 2011;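 active = highest replicate inhibition of at least 40%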;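 note: plate controls were DMSO neutral control wells for no effect and unlabeled competitor peptide control wells for full effect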
#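 Material: tagged CAL PDZ protein CerCALP, purified; buffer or medium: sodium phosphate/NaCl buffer pH 7.4 with TCEP, IgG, Thesit; also added: fluorescent TMR peptide probe; schedule: 1 h incubation at room temperature before polarization reading; technique: fluorescence polarization from S- and P-plane intensities, G-factor corrected; control set: unlabelled peptide and DMSO controls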
# MITF act: activators of MITF-driven TRPM1 promoter reporter, primary screen, cell-based, SK-MEL-5, luciferase, single point; SK-MEL-5 TRPM1-promoter luciferase, 24 h; % of positive control, neutral wells = 0; activation, % at 12.5 µM; actives 0.75% (n = 300,000);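 active = mean activation of at least 80% with every replicate also reaching 80%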;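 note: 0% = neutral control wells and 100% = parthenolide positive control wells; values of inactives mirror those of a sister screen read the other way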
# Tat export inh: E. coli Tat export inhibitors, primary screen, MC4100, TorA-mCherry reporter, fluorescence, single point. inhibition, % at 10 µM. actives 0.036% (n = 340,000). AID 488895, 2010;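 active = mean replicate inhibition at least 50% and at least half of replicates individually reaching 50%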;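 note: exported cargo escapes ClpAP degradation while cytoplasmic cargo is degraded and loses fluorescence; 0% = median of neutral control wells and 100% = median of NaSCN control wells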
# Numbers without * were called inactive; · = no result given.
SMILES,CAL PDZ FP-1,phage Ecoli inh,SR-BI HDL uptake,AddAB inh,SR-BI DiI-HDL act,Wnt bcat act,E coli growth,CAL PDZ FP-2,MITF act,Tat export inh
Cc1ccc(C(C)C)c(OCC(=O)NNC(=O)C2CSC3(C)CCC(=O)N23)c1 (stereo not drawn),-2,4.5,-1,·,1,3,·,-1.7,3,2
O=C(NC1CCCCC1)C1CCCN1S(=O)(=O)c1cccc2nsnc12 (stereo not drawn),9,2.3,-2,2.6,2,-7,0.0,-0.1,·,0
O=C(c1cc(COc2ccc(F)cc2Cl)on1)N1CCC(c2ccncc2)CC1,3,0.7,-3,1.2,3,-1,0.8,-0.6,-4,6
COc1cc(N)c2ncsc2c1,5,1.8,6,·,-6,-2,·,0.2,-8,0
CCn1c(/C=C/c2cc(Br)ccc2O)nc2ccccc2c1=O,-14,0.6,38,2.7,-38,0,-1.7,12,·,0
O=C(C1CCCN(S(=O)(=O)c2cccc3nonc23)C1)N1CCC(Cc2ccccc2)CC1 (stereo not drawn),-9,0.7,42,3.5,-42,-2,1.3,-0.1,-13,-8
CCCc1cc(-c2nc(-c3ccc(C)cc3)cs2)ccn1,4,2.9,21,0.8,-21,6,0.6,-1.7,17,16
C/C=C/Cn1c(SCc2ccccc2)nc2c1c(=O)[nH]c(=O)n2C,-8,1.1,-2,1.1,2,-4,-3.0,-2.2,·,-9
C=CCn1c(N)cc(=O)nc1SC(C)C(=O)Nc1cccc2ccccc12 (stereo not drawn),-2,2.6,9,0.8,-9,·,-0.3,-1.0,-10,-5
CC(=O)Nc1ccc(S(=O)(=O)N2CCN(c3cc(C)nc4ncnn34)CC2)cc1,-4,0.5,-2,2.4,2,0,1.8,0.4,4,8
O=C(C1=C[C@@H](C2CCCCC2)C[C@@H](OCCCCO)O1)N1CCOCC1,0,2.4,-2,2.6,2,-1,2.9,-0.3,-8,-3
Cc1c(NC(=O)COc2ccc(C(C)C)cc2)c(=O)n(-c2ccccc2)n1C,-2,1.0,-22,2.3,22,-2,-0.2,-2.8,-4,0
COC(=O)c1ccsc1NC(=O)CCc1ccccc1,-9,3.6,-39,0.7,39,18,-1.4,-4.8,34,4
COc1ccc(Oc2ccccc2C=O)cc1,-1,3.1,-26,2.6,26,·,2.2,-0.9,-4,3
CCc1ccc(OC(C)C(=O)Nc2ccccc2C(=O)N2CCOCC2)cc1 (stereo not drawn),3,0.4,-26,2.6,26,2,-2.4,-2.0,2,4
CCNc1oc(-c2ccccc2F)nc1S(=O)(=O)c1ccccc1,-3,·,0,6.7,0,·,-0.2,0.6,-1,-8
O=C(NCC1CCCO1)C(c1cccs1)N(C(=O)Cn1nnc(-c2cccs2)n1)C1CCCC1 (stereo not drawn),-1,-0.3,-6,-0.5,6,-2,-1.5,-0.4,-4,11
COc1ccc(S(=O)(=O)NCCc2ccco2)cc1OC,-6,1.5,-2,0.5,2,1,0.6,-0.1,4,-5
CCC(Oc1ccccc1)C(=O)Nc1ccccc1N1CCCCC1 (stereo not drawn),-4,2.5,63,-0.3,·,-1,-1.9,-0.7,-14,-5
CC1(C2CC2)NC(=O)N(CC(=O)N2CCN(c3ccc(F)cc3)CC2)C1=O (stereo not drawn),3,-1.0,-7,·,7,-4,·,-2.5,-9,3
O=C(CSc1ccc(-c2cccnc2)nn1)N1CCCC1,-7,1.4,-11,0.5,11,2,-1.9,0.2,8,-1
Cc1ccc(C(C(=O)NC(C)(C)C)N(CCCN2CCOCC2)C(=O)c2ccc(-c3ccccc3)[nH]2)o1 (stereo not drawn),-3,0.1,-21,-1.5,21,-2,-1.5,-1.9,5,-2
Cc1cc(C)nc(N/N=C/C=C/c2ccccc2)n1,-9,4.2,·,-0.5,·,·,-3.8,0.3,17,-9
O=C(Nc1ccccc1O)c1nc(Cl)ccc1Cl,-5,3.1,9,-0.1,-9,-3,-0.7,-2.5,-8,-7
Cn1nnnc1SCC(=O)N1CCN(Cc2ccccc2)CC1,11,1.8,-23,-0.2,23,1,3.1,0.4,11,2

# The list goes on:
SMILES,CAL PDZ FP-1,phage Ecoli inh,SR-BI HDL uptake,AddAB inh,SR-BI DiI-HDL act,Wnt bcat act,E coli growth,CAL PDZ FP-2,MITF act,Tat export inh
O=C(NCCc1c[nH]c2ccccc12)Nc1ccccc1,-1,6.1,-22,6.8,22,-1,0.6,-1.5,9,-10
CCCC(=O)NCc1cc(-c2nn(C)c(=O)c3ccccc23)ccc1OC,-4,2.4,18,1.1,-18,0,1.2,-1.3,-8,1
CCO[C@@H]1OC(C(=O)NCc2ccccc2)=C[C@H](c2cn(C(C)=O)c3ccccc23)[C@H]1CCCO,-4,0.7,27,3.2,-27,-4,-0.9,-1.1,-2,3
Cc1c(Cl)cccc1NC(=O)CSC(N)=O,-5,0.7,-2,-1.3,2,1,1.4,0.1,-2,1
COc1ccc(OC)c(-c2cnc(OC(C)(C)C)nc2OC(C)(C)C)c1,-4,5.0,4,-1.0,-4,·,-3.2,-1.0,-12,-1
Cc1ccccc1NC(=O)C1CCN(S(=O)(=O)c2cccc3nonc23)CC1,5,2.7,14,0.6,-14,4,-1.3,-2.7,3,-2
Cc1ccc(OCC(=O)N/N=C/c2cccn2C)cc1,-3,0.8,7,-0.1,-7,·,1.0,-2.2,12,3
O=C(Nc1cccn2ncnc12)c1cccc(C(F)(F)F)c1,-2,3.9,-7,1.6,7,1,-0.7,-2.4,13,-6
O=C(CSc1nc(-c2ccccc2)c(-c2ccccc2)o1)NC1CCS(=O)(=O)C1 (stereo not drawn),-2,4.5,34,-0.5,-34,-9,-3.5,-1.6,8,6
O=C(COc1ccc(/C=N/NS(=O)(=O)c2ccccc2)cc1)NCc1ccccc1,-4,-0.6,-4,3.8,4,·,1.5,-0.9,5,1
COc1ccc(N2CCN(C(=O)c3cccc(N4C(=O)C5C6C=CC(C6)C5C4=O)c3)CC2)cc1 (stereo not drawn),-3,-0.2,16,1.7,-16,3,-0.1,-1.7,-1,-3
Cc1cc(OC(=O)N2CCOCC2)cc(C)c1Cl,-1,1.1,21,1.4,-21,-5,2.1,-1.4,-4,-1
O=C(CSc1cccc[n+]1[O-])CSc1cccc[n+]1[O-],2,3.8,-10,0.7,10,2,-3.7,-0.5,0,-7
COc1ccccc1N(CC(=O)NCCSCc1ccccc1)S(C)(=O)=O,·,-0.5,-16,-1.8,16,-1,-3.6,-1.4,-7,0
O=C1c2cccnc2C(Nc2ccccc2)N1Cc1ccco1 (stereo not drawn),-5,-0.3,-1,0.0,1,3,-1.2,0.0,8,4
CCSc1sc(CC)cc1C=O,-3,4.1,-17,-0.9,17,-3,-0.6,-2.0,5,-5
OCCC1CN(Cc2ccon2)CCN1Cc1ccc(F)c(F)c1 (stereo not drawn),-1,0.3,0,0.6,0,21,2.5,0.0,0,4
COc1ccc(CC(=O)NCc2nnc(SCC(=O)N3CCN(c4ccccc4)CC3)n2C)cc1,-1,0.5,10,·,-10,-2,·,-0.3,1,4
Cc1cccc(-n2cnc3cc(C(=O)N4CCCCC4)ccc32)c1,0,3.1,14,-0.8,-14,11,0.1,·,27,8
Cn1c(N)c(C(=O)COC(=O)COc2ccccc2Cl)c(=O)n(C)c1=O,6,3.2,-6,·,6,-2,·,-2.7,2,-2
Cc1ccc(/C=N/N2CCOCC2)s1,·,2.1,-5,-0.2,5,6,3.1,-0.7,72,1
COCCCNC(=O)CN(c1ccc(OC)cc1)S(=O)(=O)c1ccc(NC(C)=O)cc1,-3,0.2,-28,-0.2,28,·,0.6,-2.6,·,11
CCN1C(=O)/C(=C\N(C)C)c2ccccc21,5,2.9,26,-0.6,-26,-6,-0.6,-1.4,·,-10
COCCNC(=O)CNS(=O)(=O)c1ccc2nc(C)sc2c1,1,1.6,-8,-1.9,8,·,0.4,0.5,-1,1
COc1ccc(Cc2nnc(NC(=O)c3ccc(OC)c(OC)c3)s2)cc1,-2,-1.0,12,1.5,-12,0,1.0,13,·,1
CCc1c(C#N)c(N)nc(SCC(=O)OCc2ccccc2)c1C#N,·,2.3,-8,1.6,8,·,-1.9,-1.3,-5,-3
CCSc1nnc(NC(=O)C2CSC3(C)CCC(=O)N23)s1 (stereo not drawn),-5,2.7,-4,-1.0,4,1,-1.9,-0.2,2,-9
CCOc1ccc(NC(=O)CC2C(=O)N(c3ccc(OC)cc3)C(=O)N2Cc2ccc(OC)cc2)cc1 (stereo not drawn),-1,0.6,0,1.5,0,-4,-1.1,0.1,·,5
c1ccc(Cc2noc(CN3CCC(CN4CCOCC4)CC3)n2)cc1,·,1.5,-13,-1.2,13,-1,-0.8,-1.9,7,27

# Four of the entries above in order of the CAL PDZ FP-2 value, largest number first.
Compound | CAL PDZ FP-2
Cc1cc(C)nc(N/N=C/C=C/c2ccccc2)n1 | 0.3
Cc1c(Cl)cccc1NC(=O)CSC(N)=O | 0.1
O=C(c1cc(COc2ccc(F)cc2Cl)on1)N1CCC(c2ccncc2)CC1 | -0.6
CCN1C(=O)/C(=C\N(C)C)c2ccccc21 | -1.4

# Limited to phage Ecoli inh, AddAB inh and MITF act, for 4 of the compounds above:
Compound | phage Ecoli inh | AddAB inh | MITF act
CCc1c(C#N)c(N)nc(SCC(=O)OCc2ccccc2)c1C#N | 2.3 | 1.6 | -5
CCO[C@@H]1OC(C(=O)NCc2ccccc2)=C[C@H](c2cn(C(C)=O)c3ccccc23)[C@H]1CCCO | 0.7 | 3.2 | -2
O=C(Nc1cccn2ncnc12)c1cccc(C(F)(F)F)c1 | 3.9 | 1.6 | 13
Cc1ccc(/C=N/N2CCOCC2)s1 | 2.1 | -0.2 | 72

# Reformatted with values under each structure: part of the list above.
# Fields – CAL PDZ FP-1, phage Ecoli inh, SR-BI HDL uptake, AddAB inh, SR-BI DiI-HDL act, Wnt bcat act, E coli growth, CAL PDZ FP-2, MITF act, Tat export inh
> Cc1ccc(/C=N/N2CCOCC2)s1
  ·, 2.1, -5, -0.2, 5, 6, 3.1, -0.7, 72, 1
> COCCCNC(=O)CN(c1ccc(OC)cc1)S(=O)(=O)c1ccc(NC(C)=O)cc1
  -3, 0.2, -28, -0.2, 28, ·, 0.6, -2.6, ·, 11
> CCN1C(=O)/C(=C\N(C)C)c2ccccc21
  5, 2.9, 26, -0.6, -26, -6, -0.6, -1.4, ·, -10
